VHR inh abs = inhibitors of human VHR1 phosphatase (DUSP3); P51452; recombinant VHR phosphatase, pNPP absorbance; inhibition, % at 13.3 µM; hit rate 0.52% among 290,000; in the data active means inhibition above about 50%; further: some compounds called inactive have numbers as strong as hits
FBA Mtb inh = Mtb fructose-bisphosphate aldolase inhibition. P9WQA3. purified M. tuberculosis FBA, fluorescence read-out. inhibition, % at 1 µM. hit rate 2.3% among 360,000; in the data active means inhibition above about 27%;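 further: 0% = vehicle and 100% = reference inhibitor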
BoNT-F LC inh = inhibitors of Botulinum neurotoxin F light chain protease; Multiplex microsphere protease cleavage assay, flow cytometry; hit rate 0.22% among 360,000; inhibition, % at 10 µM; in the data active means inhibition above about 35%, passing the limit was not always enough; inconclusive means no clear call, values can overlap the other calls; further: plate controls were buffer without enzyme for full effect and enzyme alone for no effect
GDH-TPI counter = inhibits GDH-TPI coupling enzymes, artifact for Mtb FBA screen; GDH-TPI coupled enzyme counterscreen, NADH absorbance; inhibition, % at 4.8 µM; hit rate 1.2% among 360,000; AID 588335;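 further: 0% = DMSO wells and 100% = wells lacking the enzyme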
FadD28 FP inh = inhibitors of Mycobacterium tuberculosis FadD28 bisubstrate binding | FadD28 bisubstrate probe binding, fluorescence polarization | inhibition, % at 12.5 µM | hit rate 0.22% among 360,000; in the data active means inhibition above about 8.5%, passing the limit was not always enough; inconclusive means no clear call, values can overlap the other calls
CCHFV vOTU inh = CCHFV vOTU protease inhibition. Pep-AMC fluorescence. inhibition, % at 11.5 µM. hit rate 0.55% among 370,000. AID 651958; further: 0% = vehicle wells with enzyme and 100% = no enzyme wells
Mtb BioA inh = BioA (M. tuberculosis) enzyme inhibition. hit rate 0.096% among 360,000. inhibition, % at 9.99 µM. purified M. tuberculosis BioA enzyme, plate reader; in the data active means inhibition above about 40%; inconclusive means no clear call, values can overlap the other calls
Rv3671c inh = inhibitors of M. tuberculosis serine protease Rv3671c | AID 2606 | hit rate 0.048% among 320,000 | inhibition, % at 5.96 µM; in the data active means inhibition above about 38%;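 further: extracellular domain of Rv3671c used as enzyme; 0% = enzyme with DMSO and 100% = no enzyme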
Target sequence (P9WHR9 whole entry, looked up, the tested form may be a part): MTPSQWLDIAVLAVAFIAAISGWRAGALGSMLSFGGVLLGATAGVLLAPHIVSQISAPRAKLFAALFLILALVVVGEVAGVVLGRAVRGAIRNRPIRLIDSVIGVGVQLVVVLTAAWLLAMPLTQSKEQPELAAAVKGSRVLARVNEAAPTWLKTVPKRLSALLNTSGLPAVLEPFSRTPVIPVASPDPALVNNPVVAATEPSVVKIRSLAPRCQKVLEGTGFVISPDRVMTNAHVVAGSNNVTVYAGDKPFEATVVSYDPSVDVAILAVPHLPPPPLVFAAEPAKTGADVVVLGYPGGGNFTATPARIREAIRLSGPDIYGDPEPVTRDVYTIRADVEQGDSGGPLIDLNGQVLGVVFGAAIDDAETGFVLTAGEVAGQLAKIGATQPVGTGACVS
MazF activator = MazEF (E. coli) toxin RNase activation; activation, % at 20 µM; AID 504720; P0AE70; hit rate 0.32% among 350,000; FAM/BHQ RNA-DNA oligo cleavage fluorescence, 5 h; in the data active means activation above about 50%
Target sequence (P0AE70 whole entry, looked up): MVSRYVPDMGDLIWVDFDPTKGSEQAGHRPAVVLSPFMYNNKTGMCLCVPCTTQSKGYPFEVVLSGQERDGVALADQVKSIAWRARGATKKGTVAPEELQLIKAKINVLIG
UGM FP inh = blocks M. tuberculosis UGM enzyme | purified UGM, fluorescence polarization probe displacement | inhibition, % at 10 µM | hit rate 0.06% among 320,000 | P9WIQ1; in the data active means inhibition above about 10%, passing the limit was not always enough; inconclusive means no clear call, values can overlap the other calls
Target sequence (P9WIQ1 whole entry, looked up): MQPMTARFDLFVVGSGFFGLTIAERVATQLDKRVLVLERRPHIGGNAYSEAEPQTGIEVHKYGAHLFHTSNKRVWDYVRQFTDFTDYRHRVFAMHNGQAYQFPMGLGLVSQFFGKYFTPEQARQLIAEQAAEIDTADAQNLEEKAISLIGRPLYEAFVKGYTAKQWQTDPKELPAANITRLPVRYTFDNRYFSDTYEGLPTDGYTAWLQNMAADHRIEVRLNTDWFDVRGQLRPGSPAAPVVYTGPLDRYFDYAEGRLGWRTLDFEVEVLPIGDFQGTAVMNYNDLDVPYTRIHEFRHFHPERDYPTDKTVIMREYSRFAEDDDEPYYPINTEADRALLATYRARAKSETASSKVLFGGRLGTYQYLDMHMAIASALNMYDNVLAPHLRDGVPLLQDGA
* hit, by the source's call; ? = inconclusive; · = not tested or not shown; & = joins results of further samples. Unless noted, no stated cut-off is given here; in the data, active means inhibition above about 30%; inactive means the rest. Not a hit list (roughly 4.9% active in at least one column).

SMILES | VHR inh abs | FBA Mtb inh | BoNT-F LC inh | GDH-TPI counter | FadD28 FP inh | CCHFV vOTU inh | Mtb BioA inh | Rv3671c inh | MazF activator | UGM FP inh
Cc1cc(C(=O)CN2C(=O)C(=O)N(Cc3ccccc3)C2=O)c(C)n1CC1COc2ccccc2O1 (stereo not drawn) | 45 | -4 | -2 | 0 | -1.9 | 0 | · | -17 | -3 | -0.5
NS(=O)(=O)c1ccc(CCNC(=O)/C=C/c2ccc(S(=O)(=O)N3CCOCC3)cc2)cc1 | · | 3 | 3 | -5 | -4.9 | -4 | -0.8 | · | 5 | ·
CCOc1c(OC(C)=O)ccc(/C=C2\N=C(SCC)SC2=O)c1[N+](=O)[O-] | 24 | -10 | 27 | 12 | ? | 21 | -1.2 | 2 | 1 | -0.1
COC(=O)C1(C(C[N+](=O)[O-])c2ccco2)C(=O)NCC1c1ccccc1 (stereo not drawn) | 13 | 4 | 4 | 1 | -0.1 | -4 | 0.2 | 8 | 5 | 2.7
O=C(c1cc(-c2ccccc2O)on1)N1CCOCC1 | 23 | 3 | -6 | -2 | -1.9 | 11 | -1.6 | 4 | 2 | 0.5
CCOP(=O)(OCC)c1cccc(P(=O)(c2ccccc2)c2ccccc2)c1O | 2 | 9 | 24 | -1 | -4.0 | 11 | 0.4 | 3 | 6 | -1.1
O=C1c2ccccc2CC1Sc1nnc(-c2ccccn2)o1 (stereo not drawn) | 10 | -5 | 10 | -6 | -0.6 | 6 | 9.0 | · | -13 | ·
COC(=O)c1ccc(NC(=O)C2CCCN2C(=O)OCc2ccccc2)cc1 (stereo not drawn) | -3 | -2 | -2 | -8 | -4.2 | -6 | -0.4 | 5 | -2 | 1.0
COc1ccc(C(CNC(=O)CCNC(=O)c2ccccc2OC)N2CCCC2)cc1 (stereo not drawn) | · | 1 | 10 | 3 | -2.5 | 3 | · | 8 | -5 | 2.7
Cc1cc(C)nc(N2CCC(C(=O)NCCc3ccc(Cl)cc3)CC2)n1 | 34 | 3 | -4 | -2 | -0.9 | 3 | -3.5 | 4 | 1 | 0.7
CN(Cc1nc2ccccc2c(=O)[nH]1)C(=O)C1CC(=O)N(c2cccc3ccccc23)C1 (stereo not drawn) | · | 0 | 0 | -3 | -2.6 | 8 | 4.3 | 4 | 6 | -1.7
CCN(C(=O)COC(=O)c1ccccc1SCC(=O)N1CCCC1)C1CCS(=O)(=O)C1 (stereo not drawn) | · | 0 | · | 6 | -4.9 | -2 | -1.4 | -2 | -6 | -0.2
CCOCCCn1c(SCC(=O)NCc2ccc3c(c2)OCO3)nc2ccccc2c1=O | 32 | -3 | -6 | 0 | -1.2 | 8 | · | -20 | 5 | 0.5
COC(=O)C(Cc1ccc(O)cc1)NC(=O)CCc1ccco1 (stereo not drawn) | 2 | 3 | -17 | -1 | -2.4 | 11 | -1.1 | 3 | 6 | 1.0
CC(=O)Nc1ccc(NC(=O)CN(c2cc(Cl)ccc2Cl)S(C)(=O)=O)cc1 | 19 | 5 | -5 | 0 | -1.2 | 9 | · | 6 | 12 | -2.4
Cc1c(Cl)c([N+](=O)[O-])nn1CCCC(=O)Nc1cccnc1 | 3 | -3 | -1 | 9 | 1.1 | 10 | · | 7 | -9 | 1.7
COc1ccccc1OCCSc1nc(N)cc(N)n1 | 18 | 1 | -6 | 14 | 0.0 | -2 | -1.3 | -1 | 1 | 0.2
CCn1c(SCC(=O)NNC(=O)c2ccco2)nnc1-c1ccco1 | -4 | 2 | 2 | 5 | 2.0 | -8 | -2.9 | -2 | -2 | 1.3
Cn1c(N)c(C(=O)COC(=O)c2ccc(OC(F)F)cc2)c(=O)n(C)c1=O | · | -2 | -10 | -6 | -0.8 | 1 | 6.3 | -4 | 5 | 1.6
O=C(Oc1ccc2ccc(=O)oc2c1)C1CCCCC1 | -14 | 108* | -8 | 8 | -0.9 | -184 | · | 1 | 2 | -2.1

Limited to FBA Mtb inh and CCHFV vOTU inh, for some of the entries so far:
canonical_smiles | FBA Mtb inh | CCHFV vOTU inh
COC(=O)c1ccc(NC(=O)C2CCCN2C(=O)OCc2ccccc2)cc1 (stereo not drawn) | -2 | -6
COc1ccc(C(CNC(=O)CCNC(=O)c2ccccc2OC)N2CCCC2)cc1 (stereo not drawn) | 1 | 3
Cc1cc(C)nc(N2CCC(C(=O)NCCc3ccc(Cl)cc3)CC2)n1 | 3 | 3
CN(Cc1nc2ccccc2c(=O)[nH]1)C(=O)C1CC(=O)N(c2cccc3ccccc23)C1 (stereo not drawn) | 0 | 8

New compounds follow.
SMILES | VHR inh abs | FBA Mtb inh | BoNT-F LC inh | GDH-TPI counter | FadD28 FP inh | CCHFV vOTU inh | Mtb BioA inh | Rv3671c inh | MazF activator | UGM FP inh
O=C(NCCN1CCN(C(=O)NC2CCCCC2)CC1)NC1CCCCC1 | 32 | 5 | -3 | -2 | 0.0 | -7 | 0.0 | -3 | -6 | -0.4
Cc1ccc(C)c(-n2c(SCC(=O)N3CCCC3)nnc2-c2ccccn2)c1 | 26 | 3 | ? | -5 | -3.1 | 5 | 0.4 | 4 | -2 | -0.8
Cc1onc(-c2c(F)cccc2Cl)c1C(=O)c1ccc(F)cc1 | 12 | 1 | · | 2 | -1.4 | -4 | 0.4 | -2 | 2 | 3.1
O=C(NC1=NCCS1)C1CC(=O)N(c2ccccc2)C1 (stereo not drawn) | -6 | -9 | -7 | -6 | -4.1 | -7 | -0.7 | -3 | 2 | -0.8
CC1CCN(S(=O)(=O)c2ccc3c(c2)N(CC(=O)NCCCN2CC(C)CC(C)C2)C(=O)CS3)CC1 (stereo not drawn) | 56* | 1 | -2 | 3 | -1.6 | -11 | -0.7 | 2 | 11 | 1.3
Cn1cc(S(=O)(=O)N2CCC3(CC2)OCCO3)c(=O)n(C)c1=O | -2 | -5 | -3 | -13 | -2.4 | 17 | 0.3 | 8 | 3 | -2.5
COc1ccc(CCNC(=O)c2ccc(S(=O)(=O)N3CCCCC3)cc2)cc1 | · | 1 | -3 | -1 | -4.1 | -3 | 1.2 | -8 | -12 | ·
CCCN(CC(=O)Nc1ccccc1C)C(=O)CSc1ccccc1C | · | 7 | 7 | 4 | -1.1 | 17 | 1.3 | 0 | -3 | -0.6
Cc1ccc(NC(=O)CCN2C(=O)c3ccccc3C2=O)c(C)c1 | 22 | 6 | 31 | 3 | -1.3 | -5 | -1.0 | -1 | 0 | 1.6
CC(C)(C)C(=O)Nc1nnc(CCc2ccccc2)s1 | 44 | 2 | -10 | 3 | -1.8 | -6 | 4.5 | -3 | -4 | 2.6
FC(F)(F)c1cc(-c2ccco2)nc(-n2cnc3ccccc32)n1 | 33 | 3 | -6 | 6 | -2.0 | -1 | -1.2 | 1 | 0 | 2.1
Cc1c(NC(=O)COc2ccc3ccc(=O)oc3c2)c(=O)n(-c2ccccc2)n1C | · | 79* | -7 | 15 | -0.7 | -18 | · | -1 | 3 | 1.2
C=CCn1cc(-c2ccc(Cl)cc2)cc(C#N)c1=O | 10 | 19 | -12 | 11 | 3.2 | -22 | -0.8 | 4 | 3 | -6.8
CCS(=O)(=O)N1CCN(C(=O)C(c2ccccc2)c2ccccc2)CC1 | 2 | 4 | -4 | -6 | -2.2 | -4 | 0.1 | 4 | -6 | -0.9
O=C(Nc1cccc(-c2cnc3ccccc3n2)c1)C1CC(=O)N(c2ccccc2)C1 (stereo not drawn) | 23 | 2 | -5 | 15 | -2.3 | 22 | -0.5 | -11 | 10 | 2.0
O=C(Nc1cccc(C(=O)N2CCOCC2)c1)c1ccccc1Cl | 4 | -3 | 12 | 6 | 1.0 | -2 | -0.8 | -2 | 6 | -0.2
COc1cccc(N2CCN(S(=O)(=O)c3cccc4nsnc34)CC2)c1 | -20 | -1 | -1 | 3 | -0.1 | -12 | · | 0 | 3 | 2.1
Cc1cc(=O)nc2c3ccccc3n(C(C)C(=O)Nc3cc(F)ccc3F)n12 (stereo not drawn) | 25 | 4 | -9 | -1 | -0.2 | -3 | · | 3 | 12 | -1.8
CC(C)CCn1c(=O)c2ccccc2n2c(CN3CCCC3)nnc12 | 0 | -2 | -1 | -8 | -3.6 | 5 | -1.2 | -5 | 2 | 0.5
O=C(NC1CCCC1)C(c1ccncc1)N(C(=O)c1csnn1)c1ccc(F)c(Cl)c1 (stereo not drawn) | -10 | -10 | -2 | -9 | -3.2 | 2 | 2.0 | -3 | 8 | 0.7
COCCNC(=O)c1ccc(CS(=O)(=O)c2ccc(Cl)cc2)o1 | 17 | 0 | -4 | 4 | -0.3 | 4 | -3.3 | 1 | 0 | 2.4
COc1cccc(CNC(=O)c2cc(S(=O)(=O)N3CCOCC3)ccc2N2CCCC2)c1 | · | -2 | · | -2 | -4.8 | -5 | 0.3 | 3 | -3 | -0.8
CC1(C(=O)NCCC(F)(F)F)Cc2c(-c3ccccc3)ccnc2O1 (stereo not drawn) | · | 4 | 4 | 6 | -0.4 | -4 | -0.4 | · | · | ·
CCN(C(=O)CSc1nnc(SC)s1)c1c(N)n(Cc2ccccc2)c(=O)[nH]c1=O | · | 5 | 5 | 7 | ? | -18 | 0.0 | -4 | -6 | 1.7
Cc1cc(NC(=O)NCC(F)(F)F)no1 | 17 | -4 | ? | -3 | -3.9 | -12 | -1.2 | -1 | -1 | 2.0
CC(=O)NS(=O)(=O)c1ccc(NC(=O)c2ccc3c(c2)OCO3)cc1 | 13 | -4 | 3 | -1 | -2.5 | -11 | -2.2 | · | 12 | ·
O=C(NCc1ccccc1)C1=C[C@H](c2ccc(C(F)(F)F)cc2)C[C@H](OCCCCO)O1 | · | 6 | 2 | 8 | -3.3 | 13 | -0.2&-2.4 | -9 | -3 | -2.0
CC1CCN(C(=S)c2ccc(-c3ccc(Cl)cc3Cl)o2)CC1 | 0 | 1 | -2 | 4 | -1.1 | 4 | · | -3 | -9 | 2.8
Cn1c2c(c(=O)n(C)c1=O)C(NC(=O)c1cccs1)(C(F)(F)F)C(=O)N2 (stereo not drawn) | 4 | 2 | 6 | -7 | -1.1 | 2 | -1.4 | 4 | -1 | 3.2
COc1ccc(C(CNC(=O)c2ccc(-c3nc4ccccc4s3)o2)N2CCCC2)cc1 (stereo not drawn) | · | 8 | -4 | 18 | -9.0 | 10 | -1.9 | -9 | 2 | -0.8
CN1CCN(c2ccc(CNC(=O)c3ccc(-c4cnn(C)c4)c4ccoc34)cc2)CC1 | · | -2 | -8 | 1 | -2.4 | 17 | -1.5 | · | · | ·
O=C(COCC(=O)Nc1cccc(C(F)(F)F)c1)Nc1cccc(C(F)(F)F)c1 | 6 | -2 | -5 | 6 | -0.6 | 17 | · | -24 | -6 | 0.3
COCCCNC(=O)c1c(NC(=O)c2ccccc2Cl)n(Cc2ccccc2)c2nc3ccccc3nc12 | 3 | 9 | 10 | 12 | -5.6 | -1 | -0.7 | -1 | -33 | -0.8
Cc1ccc(-c2nc3ccc(Cl)cn3c2CC2CCCCC2)cc1 | · | 8 | ? | · | -2.3 | 5 | -0.9 | · | · | ·
Cc1[nH]c2ccccc2c1-c1csc(NC(=O)CSCCO)n1 | 2 | 0 | 2 | -1 | -0.2 | 6 | · | -2 | -18 | 0.8
COc1ccc(N(C(C)=O)c2nc3ccccc3[nH]2)cc1 | -4 | 2 | -2 | 6 | -1.6 | 0 | 2.3 | 0 | -25 | -1.1
O=C(NC(N1CCOCC1)C(Cl)(Cl)Cl)c1ccco1 (stereo not drawn) | 6 | 6 | -2 | 1 | 0.9 | 14 | · | 6 | -5 | -1.4
CCOC(=O)Cc1nnc(NC(=O)C(CC)Sc2nc(C)cc(=O)[nH]2)s1 (stereo not drawn) | 12 | 3 | -2 | 11 | -1.0 | 6 | -2.4 | -1 | -3 | 1.9
Cc1ccc(N(CC(=O)Nc2c(C)cccc2C)S(C)(=O)=O)cc1 | 17 | 0 | -7 | 7 | -1.0 | -7 | -0.4 | 0 | 3 | -1.0

Assay outcomes from PubChem BioAssay.
